PLAP inhibitors HTS: PLAP enzyme inhibitors, biochemical, luminescence, HTS (AID 690); Alkaline phosphatase, placental type (Homo sapiens); purified PLAP, luminescent substrate; higher % means a stronger effect; inhibition, % at 20 µM; hits with a dose series show IC50 in µM; 96,000 compounds, 0.08% hits; in the data active = a potency from the dose series; inactive = the rest, 99 in 100 with inhibition below about 30%; also: strong numbers were not always called active
Bcl-B TR3 displacers: displacers of TR3 peptide from Bcl-B, primary screen, selectivity assay for Bfl-1 inhibitor project, biochemical, fluorescence polarization | Bcl-2-like protein 10 (Homo sapiens) | FP displacement of FITC-TR3 peptide from Bcl-B; higher % means a stronger effect | one-dose displacement, % at 20 µM; IC50 in µM for titrated hits | 96,000 compounds, 0.11% hits | AID 748, 2007;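 active = displacement above 50% at 20 µM plus a fluorescence interference ratio under 1.5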;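 also: plate controls were wells without compound for no effect and wells lacking Bcl-B protein for full effect; a part of the inactive calls stands beside numbers as strong as those of hits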
IL1B NFkB inh: inhibitors of IL-1B driven NFkB p65 nuclear import, primary screen, imaging, HUVEC, IL-1B stimulus, high-content imaging. HUVEC IL-1B NFkB p65 nuclear translocation imaging. inhibition, % at 2 µM. 94,000 compounds, 0.43% hits. AID 796, 2007;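 active = inhibition above about 30% together with a positive call from visual inspection of the well image, limit read from the data; inconclusive = inhibition above a set limit but visual check negative; inactive = inhibition not above a set limit, visual check negative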;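 also: nuclear over cytoplasmic p65 intensity ratio measured by imaging; 0% = IL-1B stimulated DMSO wells and 100% = unstimulated DMSO wells; values of inactives mirror those of a sister screen read the other way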
IL1B NFkB pot: enhancers of NFkB p65 translocation in HUVEC – imaging, IL-1B stimulus, high-content imaging, primary screen. HUVEC IL-1B NFkB p65 nuclear translocation imaging. activation, % at 2 µM. 94,000 compounds, 0.3% hits. AID 819, 2007;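 active = activation above 40%, about the mean plus 3 SD, also judged a hit on visual image review; inconclusive = activation above 40% but not a hit on visual review; inactive = activation not above 40% and no visual hit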;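 also: percent activation is computed from the nuclear over cytoplasmic p65 intensity ratio; values of inactives mirror those of a sister screen read the other way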
MRP resist rev: reversal of MRP1-mediated doxorubicin resistance, primary screen, H69AR cells, doxorubicin co-treatment; H69AR cells + 2 uM doxorubicin, CellTiter-Glo, 72 h; 85,000 compounds, 0.04% hits; differential viability (reversal), % at 10 µM;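 active = viability drop by adding the cancer drug above about 55%, with treated viability meeting a 40% cutoff, limit read from the data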;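 also: viability without doxorubicin minus viability with 2 µM doxorubicin for each compound; larger differential means the compound sensitizes cells more to doxorubicin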
MRP resist rev cytotoxicity: second read-out of MRP resist rev, no call of its own (marks repeat the call); viability, %; H69AR cells, CellTiter-Glo, 72 h; measured here: cytotoxicity without doxorubicin
MRP resist rev with doxorubicin: also measured in MRP resist rev; calls as there; viability, %; measured here: viability with 2 uM doxorubicin; hits give low values
IL1B NFkB inh cell count 2 µM: recorded beside IL1B NFkB inh, whose call it bears; cell count; measured here: cells passing quality filter;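 raw number of nuclei counted in each imaged well without normalization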
IL1B NFkB pot cell count 2 µM: further read-out of IL1B NFkB pot, marked with its call; cell count; measured here: cells passing quality filter
Starred values were filed as active, the others as inactive; ? = inconclusive; . = no result given. An excerpt (hit frequency here may not be typical).

(1) COc1ccc(Cl)cc1S(=O)(=O)Nc1cccc(C(=O)O)c1
(2) N#CC1=C(SCc2ccccc2)NC2=C(C(=O)CCC2)C1c1ccc2c(c1)OCO2 (stereo not drawn)
(3) CCC(C)(CC(=O)N(C)CCC#N)c1ccccc1 (stereo not drawn)
(4) CCCCCCCC(=O)N/N=C(/C)c1c(O)cc(C)oc1=O
(5) C=CCn1c(SCC(=O)Nc2cccc3ccccc23)nc(O)c(CC)c1=O
(6) O=C1c2ccccc2C(=O)N1Cc1nc(-c2ccncc2)no1

assay / entry	1	2	3	4	5	6
PLAP inhibitors HTS	-12%	2%	-18%	-23%	4%	-11%
IL1B NFkB inh cell count 2 µM	218	143	25	97	151	.
IL1B NFkB inh	-9	14	26	6	-2	.
IL1B NFkB pot cell count 2 µM	218	143	25	97	151	.
MRP resist rev cytotoxicity	88	97	100	.	68	104
MRP resist rev with doxorubicin	98	77	97	.	84	100
Bcl-B TR3 displacers	-13%	-13%	-3%	-15%	3%	-6%
MRP resist rev	-10	20	3	.	-17	4
IL1B NFkB pot	9	-14	-26	-6	2	.

(7) CC(C)CCNC(=O)NC(=O)COC(=O)/C=C/c1cnc2ccccc2n1
(8) CCN(CC)C(=O)C1CCCN(c2ccc([N+](=O)[O-])cc2/C=N/NC(=O)c2cccc(O)c2)C1 (stereo not drawn)
(9) OC(CC1CC12c1ccccc1-c1ncccc12)(c1ccccc1)c1ccccc1 (stereo not drawn)
(10) CCNc1nc(Cl)nc(N(NC(C)=O)C(C)CC)n1 (stereo not drawn)
(11) CC(=O)Nc1ccc2c(c1)nc1n2CCOC1
(12) O=C(NCc1cccnc1)C1CCN(S(=O)(=O)N2CCC3(CC2)OCCO3)CC1

assay / entry	7	8	9	10	11	12
PLAP inhibitors HTS	4%	-68%	-45%	-12%	-22%	14%
IL1B NFkB inh cell count 2 µM	174	156	93	146	154	202
IL1B NFkB inh	5	-25	-1	0	0	-53
IL1B NFkB pot cell count 2 µM	174	156	93	146	154	.
MRP resist rev cytotoxicity	.	.	68	102	69	87
MRP resist rev with doxorubicin	.	.	81	86	85	97
Bcl-B TR3 displacers	108%	-41%	0%	-2%	-1%	4%
MRP resist rev	.	.	-12	17	-16	-10
IL1B NFkB pot	-5	25	1	0	0	?

(13) COc1ccc(Nc2ccc3nnc(-c4ccc(Br)cc4)n3n2)cc1
(14) CCCCCCOc1ccc(-c2ccc(C#N)cn2)cc1
(15) CC(C)C(c1nnnn1C1CCCCC1)N1CCCc2ccccc21 (stereo not drawn)
(16) Cn1ccnc1Sc1nnnn1-c1ccccc1
(17) Cc1ccc(OCCCC(=O)Nc2ccc(Br)cc2)cc1
(18) CC1(C)CC(=O)C2=C(C1)N(c1ccccc1)C(N)=C(C#N)C2c1cccnc1 (stereo not drawn)

assay / entry	13	14	15	16	17	18
PLAP inhibitors HTS	13%	32%	.	12%	17%	-9%
IL1B NFkB inh cell count 2 µM	165	90	78	.	145	.
IL1B NFkB inh	-2	1	9	.	0	.
IL1B NFkB pot cell count 2 µM	165	90	78	.	145	.
MRP resist rev cytotoxicity	.	.	99	101	.	35
MRP resist rev with doxorubicin	.	.	86	93	.	35
Bcl-B TR3 displacers	3%	-3%	.	3%	-6%	0%
MRP resist rev	.	.	13	8	.	1
IL1B NFkB pot	2	-1	-9	.	0	.

(19) Cc1ccc(C2=NN3C(C2)c2ccccc2OC32C(=O)Nc3ccccc32)cc1 (stereo not drawn)
(20) O=C1CCCCCC1C1(O)C(=O)Nc2ccccc21 (stereo not drawn)
(21) CCCCC(=O)NC(N1CCCCC1)C(Cl)(Cl)Cl (stereo not drawn)
(22) C#CCn1c(S(=O)(=O)Cc2ccc(F)cc2)nc(-c2ccccc2)c1-c1ccccc1
(23) CS(=O)(=O)N(CC(=O)Nc1cccc(F)c1)c1cccc([N+](=O)[O-])c1
(24) c1ccc(Cn2ccc(-c3cnc(-c4ccccc4)s3)n2)cc1

assay / entry	19	20	21	22	23	24
PLAP inhibitors HTS	8%	-24%	3%	-4%	-11%	3%
IL1B NFkB inh cell count 2 µM	141	141	147	194	194	153
IL1B NFkB inh	3	-15	-6	-8	2	-22
IL1B NFkB pot cell count 2 µM	141	141	147	194	194	153
MRP resist rev cytotoxicity	63	89	.	.	.	81
MRP resist rev with doxorubicin	67	94	.	.	.	85
Bcl-B TR3 displacers	-24%	0%	-2%	4%	-3%	-10%
MRP resist rev	-4	-5	.	.	.	-3
IL1B NFkB pot	-3	15	6	8	-3	22

(25) CC(C)N(C(=O)COc1ccc(Br)cc1Cl)C(C)C
(26) CCCCOC(=O)C1=C(C)Nc2ncnn2C1c1ccc(OC)c(OC)c1OC (stereo not drawn)
(27) CCOC(=O)C1CCCN(c2c(NCCN3CCCCC3CC)c(=O)c2=O)C1 (stereo not drawn)
(28) CCOc1ccc(NC(=O)C(C)Sc2nnc(C)n2C)cc1 (stereo not drawn)
(29) O=C(NCc1ccco1)c1cc(S(=O)(=O)N2CCCc3ccccc32)ccc1Cl
(30) C(=C\CSc1nnnn1-c1ccccc1)/CSc1nnnn1-c1ccccc1

assay / entry	25	26	27	28	29	30
PLAP inhibitors HTS	-42%	.	6%	18%	-35%	6%
IL1B NFkB inh cell count 2 µM	140	90	157	69	186	139
IL1B NFkB inh	3	-28	17	-10	11	-2
IL1B NFkB pot cell count 2 µM	140	90	157	69	186	139
MRP resist rev cytotoxicity	99	.	100	96	.	.
MRP resist rev with doxorubicin	98	.	108	99	.	.
Bcl-B TR3 displacers	-6%	.	2%	2%	-33%	-16%
MRP resist rev	1	.	-8	-4	.	.
IL1B NFkB pot	-3	28	-17	10	-11	2

(31) CN(C)S(=O)(=O)N(CC(=O)N(Cc1ccccc1)Cc1ccccc1)c1ccccc1
(32) Cc1ccc(Cn2c(SCC(N)=O)nc3c2c(=O)n(C)c(=O)n3C)cc1
(33) NC(=O)C(c1ccccc1)C1CCCC1 (stereo not drawn)
(34) Cc1cc(C)n(-c2ccc(C(=O)NCc3ccc4c(c3)OCO4)cc2)n1
(35) CCOc1cc(CNc2ncnc3nc[nH]c23)ccc1OC
(36) C=CCn1c(N)c(C(=O)Nc2ccccc2OC)sc1=S

assay / entry	31	32	33	34	35	36
PLAP inhibitors HTS	-60%	-30%	-23%	-19%	-118%	3%
IL1B NFkB inh cell count 2 µM	177	161	120	.	.	102
IL1B NFkB inh	-13	-4	-9	.	.	-4
IL1B NFkB pot cell count 2 µM	177	161	120	.	.	102
MRP resist rev cytotoxicity	84	88	93	103	67	75
MRP resist rev with doxorubicin	95	64	84	95	97	71
Bcl-B TR3 displacers	37µM*	4%	-9%	-9%	2%	-8%
MRP resist rev	-11	24	9	7	-29	4
IL1B NFkB pot	13	4	9	.	.	4

(37) COc1cccc(NC(=O)CSc2nnc(-c3cc(C)n(-c4ccccc4)c3C)o2)c1
(38) O=C1c2cccc3cccc(c23)C(=O)N1c1cccnc1
(39) Cc1ccc(S(=O)(=O)N2CCCC2C(=O)N(C)Cc2cccs2)cc1 (stereo not drawn)
(40) Cc1nn(CCC(=O)O)c(C)c1C
(41) CCN(Cc1ccccc1)C(=O)CC1Oc2ccccc2NC1=O (stereo not drawn)
(42) COC(=O)c1ccc(Oc2nc(C(N)=O)cc(-c3ccccc3)n2)cc1

assay / entry	37	38	39	40	41	42
PLAP inhibitors HTS	-25%	-3%	2%	9%	3%	-20%
IL1B NFkB inh cell count 2 µM	147	102	112	59	208	167
IL1B NFkB inh	-20	-1	-4	-11	-23	2
IL1B NFkB pot cell count 2 µM	147	102	112	59	208	167
MRP resist rev cytotoxicity	80	82	99	96	94	12
MRP resist rev with doxorubicin	81	101	97	97	86	25
Bcl-B TR3 displacers	-8%	-3%	5%	-9%	-11%	3%
MRP resist rev	-1	-19	2	-1	8	-13
IL1B NFkB pot	20	1	3	11	23	-2

(43) COc1ccc(-c2nnc(CSc3ncnc4sc5c(c34)CCC5)o2)cc1OC
(44) COc1ccc(CNC(=O)CN(Cc2ccc(C)cc2)S(=O)(=O)c2ccc(Cl)cc2)cc1
(45) CCOC(=O)Cn1cnc2c(nnn2-c2ccc(C)cc2)c1=O
(46) O=C1OC(c2cccs2)=N/C1=C\c1ccc(-c2ccccc2Cl)o1
(47) CCc1ccc(-c2cc(C(F)(F)F)n3nc(C(=O)Nc4c(C)nn(Cc5ccc(F)cc5)c4C)cc3n2)s1
(48) Cc1nc2ccccc2c2c1C(=O)N(Cc1cccnc1)C2=O

assay / entry	43	44	45	46	47	48
PLAP inhibitors HTS	-46%	16%	-10%	3%	-40%	25%
IL1B NFkB inh cell count 2 µM	.	169	95	153	161	67
IL1B NFkB inh	.	-12	3	-12	-14	-14
IL1B NFkB pot cell count 2 µM	.	169	95	153	161	67
MRP resist rev cytotoxicity	98	79	96	.	.	97
MRP resist rev with doxorubicin	85	69	89	.	.	77
Bcl-B TR3 displacers	-5%	3%	16%	46%	-18%	3%
MRP resist rev	13	10	7	.	.	20
IL1B NFkB pot	.	12	-3	12	14	13

4 entries from above, as a markdown table.
| cpd | molecule | PLAP inhibitors HTS | IL1B NFkB inh cell count 2 µM | IL1B NFkB inh | IL1B NFkB pot cell count 2 µM | MRP resist rev cytotoxicity | MRP resist rev with doxorubicin | Bcl-B TR3 displacers | MRP resist rev | IL1B NFkB pot |
| --- | --- | --- | --- | --- | --- | --- | --- | --- | --- | --- |
| 38 | O=C1c2cccc3cccc(c23)C(=O)N1c1cccnc1 | -3% | 102 | -1 | 102 | 82 | 101 | -3% | -19 | 1 |
| 44 | COc1ccc(CNC(=O)CN(Cc2ccc(C)cc2)S(=O)(=O)c2ccc(Cl)cc2)cc1 | 16% | 169 | -12 | 169 | 79 | 69 | 3% | 10 | 12 |
| 5 | C=CCn1c(SCC(=O)Nc2cccc3ccccc23)nc(O)c(CC)c1=O | 4% | 151 | -2 | 151 | 68 | 84 | 3% | -17 | 2 |
| 37 | COc1cccc(NC(=O)CSc2nnc(-c3cc(C)n(-c4ccccc4)c3C)o2)c1 | -25% | 147 | -20 | 147 | 80 | 81 | -8% | -1 | 20 |

Remaining list, next part.
(49) c1coc(Cn2c(SCc3nc4ccccc4[nH]3)nnc2-c2cnccn2)c1
(50) CCN1CCN(C(=O)c2c(-c3c(F)cccc3Cl)noc2C)CC1
(51) CCN(CC)C(=O)CSc1nc(O)cc(=O)n1CC
(52) Cc1ccc2oc3nc(C)c(C(=O)O)cc3c(=O)c2c1
(53) CCN(CC)CCOc1cccc(C(C)C)c1
(54) O=c1c2c3c(sc2n(CCN2CCCC2)c(=O)n1Cc1ccco1)CCCCC3

assay / entry	49	50	51	52	53	54
PLAP inhibitors HTS	-122%	-18%	6%	9%	-12%	-45%
IL1B NFkB inh cell count 2 µM	129	131	168	113	.	.
IL1B NFkB inh	21	-3	-14	10	.	.
IL1B NFkB pot cell count 2 µM	129	131	168	113	.	.
MRP resist rev cytotoxicity	.	97	86	.	91	69
MRP resist rev with doxorubicin	.	78	91	.	88	74
Bcl-B TR3 displacers	-6%	-4%	-1%	3%	-7%	-37%
MRP resist rev	.	18	-4	.	3	-5
IL1B NFkB pot	-21	3	14	-10	.	.

(55) CCOC(=O)C1=C(C)N=C2SC(C)C(=O)N2C1c1ccc(C(=O)OC)cc1 (stereo not drawn)
(56) Cc1onc(-c2ccccc2Cl)c1C(=O)NCCN1CCOCC1
(57) Cc1scc(C(=O)NCc2ccco2)c1-c1ccccc1
(58) COc1ccc(NC(=O)N(CCC(C)C)C(C)c2ccccn2)c(OC)c1 (stereo not drawn)

assay / entry	55	56	57	58
PLAP inhibitors HTS	-10%	-7%	-42%	-37%
IL1B NFkB inh cell count 2 µM	162	68	.	215
IL1B NFkB inh	-9	10	.	-19
IL1B NFkB pot cell count 2 µM	162	68	.	215
MRP resist rev cytotoxicity	.	98	71	98
MRP resist rev with doxorubicin	.	86	70	84
Bcl-B TR3 displacers	-2%	-10%	-1%	-3%
MRP resist rev	.	13	2	14
IL1B NFkB pot	9	-10	.	19

Assay outcomes deposited in PubChem by several laboratories.
